E coli Lon inh: inhibitors of E. coli Lon protease. hit rate 0.42% among 360,000. AID 602123. P0A9M0. purified E. coli Lon protease, fluorescence polarization. inhibition, % at 7.94 µM; in the data active = inhibition above about 13%, passing the limit was not always enough;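 note: 0% = enzyme with probe and DMSO and 100% = no enzyme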
MT1-MMP act inh: MT1-MMP (human) activation inhibition; HT1080 RFP-PRO-GFP cells, GFP/RFP ratio fluorescence, overnight; percent of plate control window, DMSO zero; AID 651647; hit rate 0.061% among 360,000; GFP/RFP ratio change, % at 20 µM;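 active = GFP/RFP ratio change of at least 30% with cell ATP level not reduced by more than half and red fluorescence within 50% of control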; note: strong numbers were not always called active
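Assay system: HT1080 RFP-PRO-GFP cells. Benchmarks: DMSO vehicle wells and RFP-L50D-GFP reporter cell wells. Times: overnight cell settling, then overnight compound exposure, 37 °C, 5% CO2. Compound: 20 µM single dose, 1% DMSO. Read-out basis: GFP/RFP fluorescence ratio.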
Neddylation inh: inhibitors of human cullin neddylation. P61081+Q13564. TR-FRET cullin neddylation, biochemical. calls only at 25 µM. hit rate 0.58% among 360,000; in the data active = inhibition above about 36%
Rin1-Abl PPI inh: inhibitors of human Rin1-Abl protein interaction; hit rate 0.4% among 360,000; TR-FRET Rin1/Abl binding, biochemical; AID 588664; P00519+Q13671; inhibition, % at 7.35 µM; in the data active = inhibition above about 5%, passing the limit was not always enough
CendR NRP1 mod: alters CendR peptide binding to human NRP-1; O14786; FAM-RPARPAR peptide binding to NRP-1, fluorescence polarization; inhibition, % at 25 µM; hit rate 0.85% among 360,000; AID 602438;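 active = inhibition or corrected inhibition above about 18%, plus a signal ratio from 0.5 to 1.5, limit read from the data, passing the limit was not always enough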; note: strong numbers were not always called active
FAS TE block: blocks the thioesterase domain of human fatty acid synthase. P49327. recombinant FAS-TE, OMFH fluorogenic substrate, fluorescence endpoint. inhibition, % at 15 µM. hit rate 0.67% among 360,000. AID 602261;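 active = compounds whose normalised, plate-corrected inhibition of enzyme fluorescence in the single-dose primary screen is 50% or more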;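 note: 0% = DMSO with enzyme and 100% = substrate without enzyme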
SKN-1 inh: blocks SKN-1 activity in C. elegans | inhibition, % at 21.8 µM | C. elegans VP596 Pgst-4::GFP/RFP ratio, acrylamide-induced, 24 h | AID 624304 | hit rate 0.49% among 360,000;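 active = interference check ratio from 0.5 to 1.5 plus GFP to RFP signal ratio inhibition reaching or exceeding a fixed threshold, cut at about 30% in these data, passing the limit was not always enough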; note: some compounds called inactive have numbers as strong as hits
PABP1 MLLE inh: blocks PAM2 peptide binding to the PABP1 MLLE domain; P11940; GST-MLLE / FITC-PAM2 fluorescence polarization; inhibition, % at 20 µM; hit rate 0.36% among 360,000; AID 588489; in the data active = inhibition above about 35%, passing the limit was not always enough;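 note: plate controls were DMSO wells with GST-MLLE for no effect and wells lacking GST-MLLE protein for full effect; some results filed as inactive read as strong as hits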
Target sequence (P11940 whole entry, looked up, the tested form may be a part): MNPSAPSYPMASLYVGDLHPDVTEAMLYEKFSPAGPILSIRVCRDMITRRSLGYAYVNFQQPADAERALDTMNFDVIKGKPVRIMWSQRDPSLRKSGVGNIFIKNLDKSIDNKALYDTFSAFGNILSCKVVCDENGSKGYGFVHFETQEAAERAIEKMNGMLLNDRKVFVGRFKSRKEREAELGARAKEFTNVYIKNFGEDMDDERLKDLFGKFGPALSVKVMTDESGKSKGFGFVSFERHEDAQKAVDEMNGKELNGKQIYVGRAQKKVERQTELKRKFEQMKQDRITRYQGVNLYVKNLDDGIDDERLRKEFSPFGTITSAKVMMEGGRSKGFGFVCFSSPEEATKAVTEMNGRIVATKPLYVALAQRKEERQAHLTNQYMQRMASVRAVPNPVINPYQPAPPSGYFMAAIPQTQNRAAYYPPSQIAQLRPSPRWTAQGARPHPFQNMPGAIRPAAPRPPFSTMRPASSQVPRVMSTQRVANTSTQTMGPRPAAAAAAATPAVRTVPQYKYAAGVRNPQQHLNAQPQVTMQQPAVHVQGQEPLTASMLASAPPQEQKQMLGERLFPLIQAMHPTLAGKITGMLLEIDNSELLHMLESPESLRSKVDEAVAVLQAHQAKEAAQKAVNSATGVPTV
MsrA act: bovine methionine sulfoxide reductase A activation; AID 602163; hit rate 0.3% among 360,000; activation, % at 10.6 µM; purified bovine MsrA, absorbance read-out; in the data active = activation above about 7.5%;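 note: 0% = vehicle and 100% = reference activator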
Active calls of the source: *; i = inactive; · = no result given. Not a hit list; overall some 4% were active at least once.

No.	Compound	E coli Lon inh	MT1-MMP act inh	Neddylation inh	Rin1-Abl PPI inh	CendR NRP1 mod	FAS TE block	SKN-1 inh	PABP1 MLLE inh	MsrA act
1	C=CCN(c1ccccc1OC)S(=O)(=O)c1cccc(C(=O)OCC(=O)c2c[nH]c3ccccc23)c1	-1	-6	i	-2	-17	31	1	-13	-3
2	O=C(COC(=O)c1n[nH]c(=O)c2ccccc12)Nc1ccccc1F	5	1	i	0	7	-5	-1	7	-2
3	O=C(Nc1cccnc1)c1cc(-c2ccc(Cl)c(Cl)c2)on1	-22	5	i	0	-7	4	3	-15	0
4	COc1cccc(NC(=O)COC(=O)CCC2CCCC2)c1	-14	0	i	2	2	3	19	19	-3
5	O=C(NC1CCSc2ccccc21)c1cccc([N+](=O)[O-])c1 (stereo not drawn)	-10	2	i	3	14	13	-3	-9	-10
6	COc1cc(C2C=C(C34CC5CC(CC(C5)C3)C4)NC(=S)N2)cc(OC)c1OC (stereo not drawn)	4	2	i	-2	-12	14	-6	-115	1
7	CN1/C(=C/C(=O)COC(=O)CN2C(=O)C3CC=CCC3C2=O)C(C)(C)c2ccccc21 (stereo not drawn)	-9	4	i	4	-4	4	-1	2	-8
8	CCN(CC(=O)Nc1c(F)cccc1F)C(=O)CSC(=S)N1CCCC1	-1	·	i	-2	-14	-3	14	21	-4
9	O=C(O)c1ccccc1NSc1ccccc1[N+](=O)[O-]	-8	4	i	0	-6	5	1	3	-1
10	CCOC(=O)c1ccccc1NC(=O)COC(=O)c1ccc(OCC(=O)N2CCOCC2)c(OCC)c1	4	-5	i	6	7	1	6	-14	-3
11	COc1ccc(NC(=O)c2c[nH]c(=O)n(-c3ccc(C)c(C)c3)c2=O)cc1OC	-2	·	i	0	-10	0	-3	4	0
12	Nc1ccc(Cc2ccc(N)c(O)c2)cc1O	-5	7	i	0	-58	-6	7	-88	-4
13	O=C(Nc1cccnc1)c1cccnc1Cl	-8	3	i	4	13	-6	15	-19	-2
14	Cc1ccc(CSCC(=O)N(C)CC(=O)Nc2ccccc2C(F)(F)F)cc1	3	0	i	0	-1	-5	-16	7	0
15	CCCN(Cc1ccccc1)S(=O)(=O)c1ccc(N2C(=O)CCC2=O)cc1	-5	7	i	0	-22	7	9	-5	0
16	COc1ccc2nc(SCCOC(=O)Nc3ccc(Cl)cc3)nc(C)c2c1	-3	11	i	0	2	34	18	2	-3
17	COC(=O)C1=NNC2(c3ccc(C)cc3)C(=O)N(c3cccc(C)c3C)C(=O)C12 (stereo not drawn)	-1	1	i	1	-9	4	11	19	-4
18	CCOC(=O)C1=C(C)N=C2SC(CC)C(=O)N2C1c1cccc(F)c1 (stereo not drawn)	-9	-40	i	0	3	4	-9	21	-1
19	CC(C)CCN1CCN(Cc2cccc(-n3cccn3)c2)CC1CCO (stereo not drawn)	13	-3	i	-3	-4	-10	-9	-7	-3
20	CC1(C)Oc2ccc(C(=O)NC3CCCC3)cc2N(CC(=O)NC2CCCC2)C1=O	-7	2	i	0	1	-4	2	1	-8
21	COc1ccc(OCCCC(=O)OC(C)C(=O)Nc2cccc(C(C)=O)c2)cc1 (stereo not drawn)	1	4	i	1	3	2	-12	7	-8
22	CCOC(=O)[C@H](O)[C@@H](O)c1cccc([C@H](O)[C@@H](O)C(=O)OCC)c1	9	12	i	2	24*	-9	17	4	-1
23	Cc1ccccc1N1CCN(C2CCCN(C(=O)CCc3c(C)noc3C)C2)CC1 (stereo not drawn)	11	2	i	4	13	-1	-19	-10	-6
24	COc1cccc(CC(=O)N2CCCC(CO)(Cc3ccc(F)cc3F)C2)c1 (stereo not drawn)	-1	0	i	-1	1	0	9	-3	-4
25	COc1ccc(Nc2nc3c(C)cccn3c(=O)c2C=O)cc1	6	-4	i	4	-8	3	5	-19	-1
26	CN(C)C(=O)C1C2NC(=S)N(c3cccc(Cl)c3)C1(C)Oc1ccc(Cl)cc12 (stereo not drawn)	1	-2	i	1	6	9	2	19	-6
27	N/C(=N\OC(=O)c1ccco1)c1ccccc1	-8	0	i	5	-2	-1	12	12	1
28	CNC(=O)CC1C(=O)N(c2ccc(Cl)cc2)C(=S)N1NC(=O)c1cccc(F)c1 (stereo not drawn)	-11	-1	i	2	-3	-1	21	-15	-1
29	NCCCC[C@@H]1NC(=O)c2cc([N+](=O)[O-])cc(I)c2SC[C@@H](C(=O)NCC(N)=O)NC(=O)CNC1=O	2	1	i	2	6	-9	-10	0	-9
30	C[C@@H]1CCCCO[C@@H](CN(C)S(=O)(=O)c2cn(C)cn2)[C@@H](C)CN([C@H](C)CO)C(=O)c2cc(N(C)C)ccc2O1	-5	1	i	0	4	-11	0	-2	-1
31	COc1ccc(N(CC(=O)NCCOc2ccccc2)S(=O)(=O)c2ccc(C)cc2)cc1	12	-8	i	2	-1	11	-14	1	-5
32	Cc1ccc(CNC(=O)OC2CC3CC2[C@H]2CCCCN2C3=O)cc1 (stereo partly drawn)	1	6	i	·	4	-7	18	·	-6
33	CCOC(=O)c1cccc(C2=CC(=O)C[C@H](c3ccc(OC)cc3)C2)c1	0	1	i	2	12	24	-13	1	-1
34	Nc1nn(S(=O)(=O)c2ccccc2)cc1-c1ccc([N+](=O)[O-])cc1	-2	0	i	2	-15	29	12	0	0
35	O=S1(=O)CC(N2CCC(c3ccccc3)CC2)CN1Cc1ccccc1 (stereo not drawn)	-10	9	i	1	11	9	12	2	-4
36	CCN(CC)P(=O)(Nc1cccc(C(F)(F)F)c1)c1ccc(N(C)C)cc1NC(=O)c1ccco1 (stereo not drawn)	2	-30	i	0	6	20	9	-4	-1
37	CN1CCN(C(=O)CCN2C(=O)/C(=C/c3ccc(F)cc3)SC2=S)CC1	2	3	i	1	-5	-2	-5	-1	-1
38	Cc1nn(C)c(C(=O)N2CCN(C(=O)c3ccco3)CC2)c1Br	-4	-8	i	-1	2	-10	-6	-10	2
39	CCOC(=O)C1=CCC(c2ccccc2)N(S(=O)(=O)c2ccccc2[N+](=O)[O-])C1 (stereo not drawn)	-2	3	i	2	19	15	12	8	-3
40	CSc1nnc(NC(=O)CCc2ccccc2)s1	-2	-5	i	3	-2	-6	-18	-98	-3
41	C(=NNc1ccc2ccccc2n1)c1ccccn1	-153	-8	i	-1	-7	9	28	-9	-2
42	CN(CC(=O)NCc1ccccc1)Cc1ccc(Cl)cc1	4	2	i	3	-4	-3	6	6	-3
43	COc1ccc(C)cc1S(=O)(=O)N(C)CC(=O)N1CCN(c2ccccc2)CC1	-5	1	i	-4	-3	4	16	9	-4
44	Nc1ccccc1C(=O)NCCCN1CCN(c2cccc(Cl)c2)CC1	14	1	·	0	1	-1	3	14	0
45	COc1ccc(N2C(=O)NC(NC(=O)c3ccncc3)(C(F)(F)F)C2=O)cc1 (stereo not drawn)	2	5	i	3	-4	-6	4	-6	-2

An excerpt of these results, in transposed form.
7. CN1/C(=C/C(=O)COC(=O)CN2C(=O)C3CC=CCC3C2=O)C(C)(C)c2ccccc21 (stereo not drawn)
26. CN(C)C(=O)C1C2NC(=S)N(c3cccc(Cl)c3)C1(C)Oc1ccc(Cl)cc12 (stereo not drawn)
Assay by compound | 7 | 26
E coli Lon inh | -9 | 1
MT1-MMP act inh | 4 | -2
Neddylation inh | i | i
Rin1-Abl PPI inh | 4 | 1
CendR NRP1 mod | -4 | 6
FAS TE block | 4 | 9
SKN-1 inh | -1 | 2
PABP1 MLLE inh | 2 | 19
MsrA act | -8 | -6

Next structures.
No.	Compound	E coli Lon inh	MT1-MMP act inh	Neddylation inh	Rin1-Abl PPI inh	CendR NRP1 mod	FAS TE block	SKN-1 inh	PABP1 MLLE inh	MsrA act
46	O=C(Nc1ccc(Oc2ccc(C(F)(F)F)cn2)c(Cl)c1)C1CC1	-7	0	i	1	-9	14	7	2	-6
47	COc1ccc(CCNC(=O)C(=O)NCC2OCCCN2S(=O)(=O)c2cc(C)ccc2C)cc1 (stereo not drawn)	-8	-1	i	2	-2	13	7	-11	-3
48	CCOC(=O)N1CCN(c2nc3ccc(C)cc3n3cnnc23)CC1	-3	2	i	-1	1	-7	-4	7	-6
49	O=C(CNC(=O)c1cccs1)NCC(=O)OCc1ccccc1Cl	-11	1	i	-3	-2	-4	5	7	-3
50	CN(C1CCCCC1)S(=O)(=O)CCNC(=O)c1ccccc1	-5	2	i	-1	3	-6	1	3	0
51	CCn1c2ccccc2c2nnc(SCC(=O)NC(CC(C)C)C(=O)OC)nc21 (stereo not drawn)	-11	-5	i	-3	-5	-4	-17	2	-3
52	O=C(Cc1nc2ccccc2[nH]c1=O)c1ccccc1	-13	-50	i	-7	-11	-25	13	36	-3
53	CCOC(=O)c1[nH]c2ccccc2c1NC(=O)C(C)(C)C	-3	2	i	1	-4	-7	-10	-7	0
54	O=C(NNS(=O)(=O)c1cccc(Cl)c1Cl)c1cccc(S(=O)(=O)N2CCOCC2)c1	-2	0	i	-1	0	-3	2	7	-10
55	CCS(=O)(=O)N1CCN(c2nc(-c3ccccc3)cs2)CC1	6	-3	i	-1	-6	34	13	17	2
56	O=C(CNS(=O)(=O)c1ccccc1)OCC(=O)c1ccc([N+](=O)[O-])cc1	-5	-9	i	-2	-1	-8	-7	13	-6
57	Cc1ccsc1C(C(=O)NC(C)(C)C)N(C(=O)c1csnn1)c1ccccc1 (stereo not drawn)	9	2	i	4	-4	-9	5	-3	-6
58	CSc1ccc(S(=O)(=O)NC2CCCCCC2)cc1	-9	3	i	0	-10	14	7	4	-2
59	COC(=O)CSc1nnc(-c2ccco2)n1-c1ccc(C)cc1	-12	2	i	-1	-18	-9	0	-28	-9
60	CCCCc1nn(-c2cc(Cl)ccc2OC)c2c1C(=O)CCC2	2	-1	i	2	8	12	-5	6	-9
61	Nc1nnnn1/N=C/c1ccco1	1	1	i	-4	-1	-9	10	-3	-2

Gathered by group: those above containing fluorine
No.	Compound	E coli Lon inh	MT1-MMP act inh	Neddylation inh	Rin1-Abl PPI inh	CendR NRP1 mod	FAS TE block	SKN-1 inh	PABP1 MLLE inh	MsrA act
2	O=C(COC(=O)c1n[nH]c(=O)c2ccccc12)Nc1ccccc1F	5	1	i	0	7	-5	-1	7	-2
8	CCN(CC(=O)Nc1c(F)cccc1F)C(=O)CSC(=S)N1CCCC1	-1	·	i	-2	-14	-3	14	21	-4
14	Cc1ccc(CSCC(=O)N(C)CC(=O)Nc2ccccc2C(F)(F)F)cc1	3	0	i	0	-1	-5	-16	7	0
18	CCOC(=O)C1=C(C)N=C2SC(CC)C(=O)N2C1c1cccc(F)c1 (stereo not drawn)	-9	-40	i	0	3	4	-9	21	-1
24	COc1cccc(CC(=O)N2CCCC(CO)(Cc3ccc(F)cc3F)C2)c1 (stereo not drawn)	-1	0	i	-1	1	0	9	-3	-4
28	CNC(=O)CC1C(=O)N(c2ccc(Cl)cc2)C(=S)N1NC(=O)c1cccc(F)c1 (stereo not drawn)	-11	-1	i	2	-3	-1	21	-15	-1
36	CCN(CC)P(=O)(Nc1cccc(C(F)(F)F)c1)c1ccc(N(C)C)cc1NC(=O)c1ccco1 (stereo not drawn)	2	-30	i	0	6	20	9	-4	-1
37	CN1CCN(C(=O)CCN2C(=O)/C(=C/c3ccc(F)cc3)SC2=S)CC1	2	3	i	1	-5	-2	-5	-1	-1
45	COc1ccc(N2C(=O)NC(NC(=O)c3ccncc3)(C(F)(F)F)C2=O)cc1 (stereo not drawn)	2	5	i	3	-4	-6	4	-6	-2
46	O=C(Nc1ccc(Oc2ccc(C(F)(F)F)cn2)c(Cl)c1)C1CC1	-7	0	i	1	-9	14	7	2	-6

Bioassay records from PubChem.
